# Source: PubChem BioAssay (several laboratories)
# Dyrk1A ADPGlo: blocks rat Dyrk1A kinase activity | Q63470 | ADP-Glo luminescence, NFATc1 peptide | inhibition, % at 12.5 µM | hit rate 0.43% among 310,000; in the data active = inhibition above about 50%;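 also: plate controls were vehicle with enzyme for no effect and no enzyme for full effect; many of its hits are not listed in these tables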
# KCNQ1 pot: potentiators or activators of human KCNQ1 potassium channel; P51787; CHO-K1 KCNQ1, thallium flux FluxOR fluorescence; hits give high values; B-score at 10 µM; hit rate 0.35% among 310,000; AID 2648;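 active = fluorescence ratio B-score, a plate-corrected score, at least three library SD, with initial intensity B-score within 5 SD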
# Target sequence (P51787 whole entry, looked up): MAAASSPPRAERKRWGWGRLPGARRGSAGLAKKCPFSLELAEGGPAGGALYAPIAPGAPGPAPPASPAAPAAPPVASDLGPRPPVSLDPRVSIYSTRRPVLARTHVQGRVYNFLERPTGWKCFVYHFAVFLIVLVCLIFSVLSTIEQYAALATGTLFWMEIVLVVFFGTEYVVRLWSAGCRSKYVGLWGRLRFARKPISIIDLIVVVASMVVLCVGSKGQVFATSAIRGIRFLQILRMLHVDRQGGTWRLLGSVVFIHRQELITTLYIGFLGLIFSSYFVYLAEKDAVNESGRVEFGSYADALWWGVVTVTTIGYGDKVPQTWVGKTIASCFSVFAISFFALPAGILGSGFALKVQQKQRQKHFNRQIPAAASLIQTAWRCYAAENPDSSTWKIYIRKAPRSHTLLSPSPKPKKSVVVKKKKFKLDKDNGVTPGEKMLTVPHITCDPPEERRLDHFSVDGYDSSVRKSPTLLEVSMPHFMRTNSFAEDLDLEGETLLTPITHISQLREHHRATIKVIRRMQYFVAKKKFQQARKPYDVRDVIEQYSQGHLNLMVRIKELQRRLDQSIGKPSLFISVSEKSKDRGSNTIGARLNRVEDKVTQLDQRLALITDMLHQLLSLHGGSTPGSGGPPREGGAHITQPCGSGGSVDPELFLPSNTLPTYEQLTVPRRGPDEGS
#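 Schedule – 37 °C overnight plating, 90-min dark dye load, 20-min compound pretreatment · System – stable KCNQ1 CHO-K1 line · Probe or stimulus – thallium- and potassium-containing depolarizing buffer · Measured by – kinetic FluxOR fluorescence, 10 s baseline plus 110 s post-stimulus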
# RGS4 block: human RGS4 inhibition; B-score at 10 µM; AID 463165; HEK293 M3R/RGS4 inducible, Fluo-4 calcium flux; hits give high values; triggered by carbachol at its EC20; hit rate 0.45% among 310,000;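 active = B-score, a plate-corrected calcium signal, over three deviations above library mean, with baseline fluorescence within five deviations of library mean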;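 also: RGS4 expression induced by doxycycline in cells with stable M3 receptor; B-score is computed from the integrated fluorescence ratio over baseline after carbachol; higher B-score means a larger calcium signal and so more RGS4 inhibition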
# KCNK9 inh: blocks the human KCNK9 two-pore domain potassium channel | Q9NPC2 | HEK293 KCNK9, FluxOR thallium flux fluorescence; hits give low values | hit rate 1.2% among 310,000 | B-score at 10 µM;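 active = ratio B-score over 3 SD below the library mean, with starting fluorescence within 5 SD of its mean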;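 also: negative B-score means less thallium flux so channel inhibition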
# Target sequence (Q9NPC2 whole entry, looked up, the tested form may be a part): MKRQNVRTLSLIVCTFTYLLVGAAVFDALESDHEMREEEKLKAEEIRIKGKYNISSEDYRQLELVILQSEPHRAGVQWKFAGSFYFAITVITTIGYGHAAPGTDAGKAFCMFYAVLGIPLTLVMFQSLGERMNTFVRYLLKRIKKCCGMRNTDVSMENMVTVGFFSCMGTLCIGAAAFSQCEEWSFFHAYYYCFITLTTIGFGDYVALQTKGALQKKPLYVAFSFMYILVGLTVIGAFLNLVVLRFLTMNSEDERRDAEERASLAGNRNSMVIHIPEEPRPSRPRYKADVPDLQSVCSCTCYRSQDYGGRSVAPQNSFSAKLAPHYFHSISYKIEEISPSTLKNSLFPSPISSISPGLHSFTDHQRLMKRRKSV
# GSK3B inh: inhibitors of human GSK3beta kinase; P49841; GST-GSK3beta kinase, ADP-Glo luminescence, 60 min; hits give low values; activity score (negative = inhibition), % at 10 µM; hit rate 0.038% among 300,000; AID 2097;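 active = more than half of replicate wells score below -50%, meaning over 50% inhibition versus plate controls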;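 also: 0% = median DMSO wells and -100% = median GW8510 positive control wells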
#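 Assay system: GST-tagged human GSK3beta kinase, cell-free; Input: 1.6 ng GSK3beta; Medium: Tris/MgCl2 kinase buffer; Timing: 60 min enzyme reaction, room temperature; Signal: ADP-Glo luminescence quantifying ADP generated by kinase; Evaluation: score relative to plate controls; Benchmarks: DMSO neutral wells and GW8510 at 20 µM as positive.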
# PolyA inhibitor: yeast polyadenylation inhibition | S. cerevisiae SKY197-pL101 polyadenylation reporter, beta-gal luminescence; efflux-impaired pdr1/pdr3 knockout yeast; score 100 = 6 SD above DMSO | calls only at 12 µM | hit rate 0.02% among 300,000 | AID 1875;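 active = lowest replicate activity score at least 50, where 100 means six control SD above control mean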;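 also: yeast exposed to compound for 9 h at 30 °C; higher score means more reporter readthrough which indicates perturbed polyadenylation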
# hERG rescue: compounds protecting human hERG from proarrhythmic drug block. Q12809. CHO-hERG, FluxOR thallium flux, dofetilide IC70 present. activation (rescue from dofetilide block), less the hit threshold, % at 10 µM. hit rate 0.51% among 310,000;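 active = activation above the mean of controls blocked by dofetilide plus 5 SD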;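 also: thallium influx through hERG after potassium depolarization seen as dye fluorescence rise; in these data hits start at about 4.7%; inactives centre near -7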
# GSK3A inh: inhibitors of human GSK-3 alpha kinase; P49840; ADP-Glo luminescence, 60 min; inhibition, % at 10 µM; hit rate 0.1% among 320,000;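 in the data active = inhibition above about 50%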;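 also: GST-tagged GSK-3 alpha with peptide substrate and 25 µM ATP; 0% = DMSO neutral wells and 100% = GW8510 positive control wells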
# KCNK3 block: human KCNK3 channel inhibition, primary screen; O14649; CHO-KCNK3 thallium flux, FluxOR fluorescence; hits give low values; B-score at 10 µM; hit rate 0.84% among 340,000; AID 602410;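 active = B-score under library mean minus 4 SD, starting fluorescence ratio at most library mean plus 5 SD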;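 also: more negative B-score means stronger inhibition of thallium flux through KCNK3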
# RGS4 pot: potentiators or activators of RGS4; AID 463111; B-score at 10 µM; HEK293 M3R/inducible RGS4, carbachol calcium flux Fluo4; hits give low values; hit rate 0.92% among 310,000;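 active = B-score of the integrated calcium signal more than 4 SD below the library mean, with starting fluorescence not abnormally high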;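 also: negative B-score means reduced calcium response which marks RGS4 activation or potentiation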
#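 test system = M3R-expressing HEK293 line, RGS4 induced by doxycycline | probe or stimulus = carbachol at ECmax as muscarinic agonist stimulus | timing = dye loading 30 min 37 °C, buffer rest 30 min RT | signal = calcium dye Fluo4 fluorescence | evaluation = B score from integrated fluorescence ratio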
# KCNQ1 block: human KCNQ1 channel inhibition. hit rate 1.3% among 310,000. B-score at 10 µM. P51787. AID 2642. CHO-K1 KCNQ1, FluxOR thallium flux fluorescence; hits give high values;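 active = compounds whose thallium flux B-score, printed positive for inhibition, exceeds three library SD while starting fluorescence stays within three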;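 also: channel opened by potassium depolarization with thallium stimulus after 20 min compound exposure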
# Numbers without * were called inactive; i = inactive; x = not tested or not shown; & = joins results of further samples. The list is partial (hit frequency here may not be typical).
SMILES,Dyrk1A ADPGlo,KCNQ1 pot,RGS4 block,KCNK9 inh,GSK3B inh,PolyA inhibitor,hERG rescue,GSK3A inh,KCNK3 block,RGS4 pot,KCNQ1 block
Cc1c(CCOC(=O)c2ccccc2)sc[n+]1Cc1ccccc1,4,i,i,i,1,i,-14,16,i,-10*,i
O=C(C[n+]1cc(-c2ccccc2)n2c1CCCCC2)c1ccc(Cl)cc1,-5,i,i,i,1,i,-9,0,i,i,i
O=C(O)c1ccc(NCc2nc3ccccc3n2Cc2ccccc2)cc1,-2,i,i,i,1,i,-13,-3,i,i,i
O=C(Oc1ccccc1/C=C\C(=O)c1cc2ccccc2o1)c1cccc(F)c1,8,i,i,i,1,i,-7,-1,i,i,i
Nc1nonc1OCCOCCOCCOc1nonc1N,0,i,i,i,0,i,-3,1,i,i,i
CC(NC(=O)c1cccc(F)c1)C1CC2CCC1C2 (stereo not drawn),4,i,i,i,1,i,-6,3,i,i,i
COc1ccc(Nc2ccccc2NC(=O)c2ccccc2Br)cc1,-7,i,i,i,1,i,-8,2,i,i,11*
N#Cc1cnn2c1nc(N1CCOCC1)c1ccccc12,-6,i,i,i,2,i,-17,0,i,i,i
Cc1cccc(N2CC(C(=O)Nc3nnc(SCC(=O)NCC4CCCO4)s3)CC2=O)c1 (stereo not drawn),4,i,i,i,1,i,-7,1,i,i,i
Nc1c(C2=NCCO2)nnn1Cc1ccccc1,5,i,i,i,2,i,-4,-1,i,i,i
O=C(NCc1ccco1)C1CC2CCC1C2 (stereo not drawn),7,i,i,i,2,i,-8,-3,i,i,i
COc1cc(NC(=O)COC(=O)/C=C/c2ccc(Cl)cc2Cl)cc(OC)c1,-3,i,i,i,-1,i,-1,-2,i,i,i
COc1cc2c(cc1OC)CN(C(=O)/C=C/c1cccc([N+](=O)[O-])c1)CC2,1,i,i,i,-3,i,-5,-1,i,i,i
CCOc1cc(/C=N/NC(N)=S)cc(Br)c1OCc1ccccc1C,11,i,i,i,2,i,-8,1,i,i,i
CN(C)C(CNc1ncnc2sccc12)c1cccs1 (stereo not drawn),7,i,i,i,3,i,-20,1,i,i,i
O=C1CC(c2ccccc2Cl)CC(O)=C1C=Nc1ccccc1 (stereo not drawn),-4,i,i,i,4,i,-6,-2,i,i,i
O=C(NCc1cccs1)C1CCN(S(=O)(=O)c2ccc(Cl)cc2)CC1,-4,i,i,i,1,i,-17,-1,i,i,i
COc1ccc(CNC(=O)c2c[nH]c3c(OC)cc(OC)cc3c2=O)cc1,-4,i,i,i,-4,i,-6,-2,i,i,i
CC(C)CNC(=O)c1ccccc1-c1ccccc1C(=O)O,-2,i,i,i,1,i,-12,x,i,i,i
N#Cc1nc(-c2ccco2)oc1N1CCN(Cc2ccccc2)CC1,1,i,i,i,1,i,-10,1,i,i,i

# Next part; it opens with the two that closed the last part.
SMILES,Dyrk1A ADPGlo,KCNQ1 pot,RGS4 block,KCNK9 inh,GSK3B inh,PolyA inhibitor,hERG rescue,GSK3A inh,KCNK3 block,RGS4 pot,KCNQ1 block
CC(C)CNC(=O)c1ccccc1-c1ccccc1C(=O)O,-2,i,i,i,1,i,-12,x,i,i,i
N#Cc1nc(-c2ccco2)oc1N1CCN(Cc2ccccc2)CC1,1,i,i,i,1,i,-10,1,i,i,i
NC(=O)Cc1nc(-c2ccc(F)cc2)cs1,1,i,i,i,3,i,-8,0,i,i,i
O=C1CCCCC(=O)N(c2ccccc2)c2ccccc21,5,i,i,i,-1,i,-14,-4,i,i,i
COc1ccc(C2=NNC(=Nc3cc(S(=O)(=O)N(C)C)ccc3C)SC2)c(OC)c1,11,i,i,i,5,i,-10,-2,i,i,i
Cc1ccc(NC(=O)c2ccccc2N(C)S(=O)(=O)c2ccccc2)c(C)c1,4,i,i,i,-2,i,-16,-2,i,i,i
CC1(C(=O)O)COC(c2ccc(Cl)cc2)OC1 (stereo not drawn),1,i,i,i,-1,i,-3,-1,i,i,i
Cc1ccc(C)c(S(=O)(=O)N2CCCCC2CCNC(=O)C(=O)NCc2ccncc2)c1 (stereo not drawn),7,i,i,i,2,i,-16,0,i,i,i
O=C(NCCS(=O)(=O)NC1CCCCC1)c1ccc2c(c1)OCO2,2,i,i,i,0,i,-10,-1,i,i,i
CCOC(=O)C1(CCCc2ccccc2)CCN(C(=O)CCn2cncn2)CC1,-1,i,i,i,1,i,-14,-1,i,i,i
OC(CNCc1ccccc1)COc1ccccc1 (stereo not drawn),-14,i,i,i,-5,x,-11,-2,i,i,i
COc1ccc(CCC(=O)N(c2nnc(-c3cccnc3)s2)C(C)C)cc1,-1,i,i,i,0,i,-18,0,i,i,i
COc1ccc(C(=O)N[C@H](C(=O)Nc2ccc(S(=O)(=O)N3CCOCC3)cc2)C(C)C)cc1,-6,i,i,i,0,i,-15,1,i,i,i
COCc1ccc([C@@H]2C[C@H]3CN(Cc4cccnc4)C(=O)[C@]34CCCN24)o1,-4,i,i,i,2,i,-17,-4,i,i,i
Cc1ccccc1C(=O)N1CCC(C(=O)Oc2ccc(C#N)cc2)CC1,8,i,i,i,3,i,-9,3,i,i,i
Cc1ccc(NC(=S)Nc2c(C)n(C)n(-c3ccccc3)c2=O)cc1,-8,i,i,i,0,i,-5,-2,i,i,i
CCc1ccccc1Oc1coc2cc(O)ccc2c1=O,-6,i,i,i,2,i,-10,0,i,i,i
CCCC(=O)n1nc(-c2ccc(C)cc2)nc1NCc1ccco1,2,10*,i,i,3,i,-13,-4,i,i,i
Cc1cccc(C(=O)n2c(=S)nc3cc(C)ccn32)c1,x,i,i,i,0,i,-6,-1,i,i,i
COC(=O)c1cnc(SCc2ccc(C)cc2)n1C,1,i,i,i,-1,i,-6,1,i,i,i
CCc1nc(SCC(=O)c2cc(C)ccc2C)n[nH]1,4,i,i,i,3,i,-20,-2,i,i,i
CCn1cc([N+](=O)[O-])c(C(=O)N2N=C(c3ccc(Cl)c(Cl)c3)CC2c2ccccc2O)n1 (stereo not drawn),-3,i,6.4*,i,0,i,-15,0,i,i,i
C=CCNCCOc1ccc(C)cc1[N+](=O)[O-],0,i,i,i,-1,i,-12,-4,i,i,i
COc1ccccc1N1CCN(CC(O)COc2cccc3ccccc23)CC1 (stereo not drawn),10&6,i,i,i,1&5,i,-16&-15,0&-2,i,i,i
N#Cc1nc(COc2ccccc2F)oc1NCCCn1ccnc1,1,i,i,i,-1,i,-12,0,i,i,i
Cc1[nH]c(=O)[nH]c(=O)c1CSc1nnc([C@H](CC(C)C)NC(=O)OC(C)(C)C)o1,0,i,i,i,-4,i,-8,1,i,i,i
CCC(=O)N1CCc2cc(S(=O)(=O)N3CCc4ccccc4C3)ccc21,-2,i,i,i,0,i,-5,0,i,i,i
CCN(CC(O)CON=C1c2ccccc2-c2ccccc21)S(=O)(=O)c1ccc(Cl)cc1 (stereo not drawn),-9,i,i,i,-2,i,-4,1,i,i,i
COc1ccc(CNC(=O)C2CCN(S(=O)(=O)N3CCCC3)CC2)c(OC)c1,x,i,i,i,3,i,-9,8,i,i,i
COc1ccc(CC(=O)N/N=C(\C)CC(=O)Nc2ccc3c(c2)OCCO3)cc1OC,-2,i,i,i,-2,i,-7,1,i,i,i
COc1cc(NC(=O)CSc2nc(C3CC3)nc3ccccc23)cc(OC)c1,1,i,i,i,2,i,-8,0,i,i,i
Cc1cc2sc3ccccc3c(=O)c2c(C)c1O,x,i,i,i,1,i,-7,0,i,i,i

# Another view of part of the listing above.
# Every second line gives: Dyrk1A ADPGlo	KCNQ1 pot	RGS4 block	KCNK9 inh	GSK3B inh	PolyA inhibitor	hERG rescue	GSK3A inh	KCNK3 block	RGS4 pot	KCNQ1 block
Cc1cccc(N2CC(C(=O)Nc3nnc(SCC(=O)NCC4CCCO4)s3)CC2=O)c1 (stereo not drawn)
    4	i	i	i	1	i	-7	1	i	i	i
Nc1c(C2=NCCO2)nnn1Cc1ccccc1
    5	i	i	i	2	i	-4	-1	i	i	i
O=C(NCc1ccco1)C1CC2CCC1C2 (stereo not drawn)
    7	i	i	i	2	i	-8	-3	i	i	i
COc1cc(NC(=O)COC(=O)/C=C/c2ccc(Cl)cc2Cl)cc(OC)c1
    -3	i	i	i	-1	i	-1	-2	i	i	i
COc1cc2c(cc1OC)CN(C(=O)/C=C/c1cccc([N+](=O)[O-])c1)CC2
    1	i	i	i	-3	i	-5	-1	i	i	i
CCOc1cc(/C=N/NC(N)=S)cc(Br)c1OCc1ccccc1C
    11	i	i	i	2	i	-8	1	i	i	i

# (continued)
SMILES,Dyrk1A ADPGlo,KCNQ1 pot,RGS4 block,KCNK9 inh,GSK3B inh,PolyA inhibitor,hERG rescue,GSK3A inh,KCNK3 block,RGS4 pot,KCNQ1 block
O=C(CSc1nnc2scc(-c3ccccc3)n12)Nc1nsc(-c2ccccc2)n1,-6,i,i,i,1,i,-7,-9,i,i,i
COc1ccc(C(C[N+](=O)[O-])c2c(-c3ccccc3)cc3ccccn23)cc1 (stereo not drawn),4,i,15*,i,0,i,-11,-3,i,i,8*
CCc1cc2c(=O)n(CC(C)C)cnc2s1,2,i,i,i,2,i,0,-1,i,i,i
CCN1C(=O)CC(n2c(C)nc3ccccc32)C1=O (stereo not drawn),8,i,i,i,0,i,-6,0,i,i,i
CN(Cc1ccco1)C(=O)Cn1cc(S(=O)(=O)N2CCCC2)c(S(=O)(=O)N2CCCC2)c1,1,i,i,i,2,i,-5,-2,i,i,i
Cc1ncc(CO)c(/C=N/NC(=S)Nc2cccc(Cl)c2)c1O,-12,i,i,i,1,i,-31,1,i,i,6*
O=C1CCC([N+](=O)[O-])C(c2cccc([N+](=O)[O-])c2)N1 (stereo not drawn),-3,i,i,i,2,i,-13,-4,i,i,i
CC1(C)CC(NC(=S)NC2CC2)CC(C)(C)N1,4,i,i,i,2,i,7.0*,1,i,i,i
CC(=O)Oc1ccc(NC(=O)Cc2ccccc2)cc1,3,i,i,i,1,i,-1,1,i,i,i
CCCNNC(=O)C(O)(c1cccc(C)c1)c1cccc(C)c1,2,i,i,i,-4,i,-16,-1,i,i,i
O=C1CC(N(C(=O)c2ccco2)c2cccc(Cl)c2)C(=O)N1c1cccc(Cl)c1 (stereo not drawn),-4,i,i,i,2,i,-5,-3,i,i,i
